# Source: PubChem
# bCat nuc transl: alters nuclear translocation of beta-catenin in HeLa cells | immunofluorescence imaging | nuclear translocation activity, % at 5 µM | actives 0.3% (n = 190,000) | AID 1665;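 active means nuclear translocation activity above 50% at 5 µM, with a well cell count of 50 or more; inconclusive means wells under 50 cells across six images, flagged as toxic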;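 further: per-cell ratio of nuclear to cytoplasmic median beta-catenin stain intensity; plate controls were DMSO negative control for no effect and GSK-3 inhibitor IX positive control for full effect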
#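 Read-out: Nuclear/cytoplasmic beta-catenin signal ratio, % activation | Assay system: Human HeLa cell line | Times: 24 h compound exposure at 37°C, 5% CO2 | Signal: Fluorescence imaging of beta-catenin antibody stain plus DAPI | Dosing: 5 µM primary, 0.02–20 µM confirmation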
# MT stabilize HCS: stabilizes microtubules in HeLa cells; HeLa tubulin immunostaining HCS, 24 h; share of cells brighter than vehicle mean+2SD; % tubulin-high responders, % at 10 µM; actives 0.83% (n = 200,000);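 active means plate Z-score above 3 for both tubulin-high and condensed-nucleus cell shares, with cell loss under 80%, at 10 µM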;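 further: anti alpha tubulin signal scored within the nucleus-defined area of each cell; some results filed as inactive read as strong as hits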
# Ins promoter up: MIN6 insulin promoter up-regulation | z-score at 5 µM | actives 0.3% (n = 190,000) | AID 1625 | MIN6 insulin promoter-GFP reporter, high-content imaging; hits give high values;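 active means z-score above 3 at 5 µM with at least 500 cells counted in the well; inconclusive means wells under 500 cells, flagged as cytotoxic or low count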
# Yfh1-off respiration: enhancers of respiration in Yfh1-depleted yeast, dose response, Friedreich's ataxia, plus single-dose screen (AID 1465); actives 0.074% (n = 220,000); fold induction at 50 µM, or EC50 in µM where a hit was titrated; S. cerevisiae Yfh1-off respiration, WST-1 reduction, 72 h; higher fold induction means a stronger effect;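 active means fold induction of absorbance versus untreated yeast above a set limit, then at least 30% activation at any dose in follow-up; inconclusive means repeats straddling the limit, or above it without dose testing; inactive means fold induction below the set limit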;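 further: activators that raise dye reduction in frataxin-depleted yeast; strong numbers were not always called active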
# Dynein transport: dynein cargo transport inhibition | 3617.4 mouse cells, GR-EGFP nuclear translocation imaging; test concentration mostly 20 µM; stimulated with dexamethasone, 1 µM; hits give low values | z-score, hits read low | actives 0.47% (n = 220,000);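 active means plate z-score of nuclear minus cytoplasmic receptor signal below a set negative limit, without overly bright fluorescence or cell loss, cut at about -3.5 in these data, passing the limit was not always enough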;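 further: z-score of nuclear minus cytoplasmic ring GR-EGFP intensity difference per well; some compounds called inactive have numbers as strong as hits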
#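 Medium: Induction medium lacking tetracycline, stripped serum | Probe or stimulus: 1.0 µM final dexamethasone stimulus | Schedule: 48 h induction, then 1 h compound, then 30 min agonist, 37 °C | Signal: Automated 10x imaging of fixed Hoechst-stained cells | Evaluation: Per-cell GR-EGFP intensity, nucleus versus surrounding cytoplasmic ring, well-averaged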
# WT yeast gro inh: growth inhibition of WT yeast, mitochondrial fusion screen; mitochondrial fusion phenotypic screen, WT strain; inhibition, % at 10 µM; actives 2.1% (n = 190,000); in the data active means inhibition above about 58%; tested in S. cerevisiae
# AID2073: inhibitors of Mint1-CaV2.2 protein interaction, biochemical, HTRF (AID 2073) | HTRF protein-protein interaction, Mint1-CaV2.2; higher % means a stronger effect | inhibition, % at 20 µM; hits with a dose series show IC50 in µM | actives 0.19% (n = 290,000); in the data active means inhibition mostly above about 51%, no sharp cut-off; inconclusive means no clear call, values can overlap the other calls; inactive means mostly below about 53%; further: some results filed as inactive read as strong as hits
# Autophagy mod: modulators of autophagy; MEF GFP-LC3 puncta imaging; test concentration mostly 10 µM; calls only at 10 µM (by protocol); actives 0.98% (n = 190,000); AID 463193;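 active means percentage of spot-positive cells more than 3 SD above its plate mean, without a fluorescence outlier flag or 80% toxicity; inconclusive means no clear call, values can overlap the other calls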;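 further: spot-positive cell cutoff set from DMSO-treated cells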
# HIV peptide binding: cell-free HIV fusion peptide-binding blockers – biochemical, uHTS, fluorescence dequenching, primary screen (AID 1986). cell-free peptide binding, fluorescence dequenching, 30 min; higher % means a stronger effect. inhibition, % at 20 µM; hits with a dose series show IC50 in µM. actives 0.3% (n = 290,000); in the data active means inhibition mostly above about 52%, no sharp cut-off; inactive means mostly below about 76%; further: some results filed as inactive read as strong as hits
# WT yeast gro inh mutant strain: recorded beside WT yeast gro inh, whose call it bears; inhibition, %; mitochondrial fusion phenotypic screen, mutant strain inhibition
# Dynein transport cytoplasmic EGFP: also measured in Dynein transport; calls as there; z-score; measured here: cytoplasmic GR-EGFP intensity; hits give high values
# Dynein transport nuclear GR-EGFP: recorded beside Dynein transport, whose call it bears; z-score; measured here: nuclear GR-EGFP intensity;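 lower value marks the stronger effect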
# Dynein transport cell count: second read-out of Dynein transport, no call of its own (marks repeat the call); z-score; measured here: cell count per field
# Ins promoter up cell count: second read-out of Ins promoter up, no call of its own (marks repeat the call); cell count; measured here: cytotoxicity, nuclei count;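 total cells summed across four imaged fields per well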
# bCat nuc transl cell count 5 µM: recorded beside bCat nuc transl, whose call it bears; cell count; measured here: cell count, cytotoxicity flag
# MT stabilize HCS Hoechst-high %: recorded beside MT stabilize HCS, whose call it bears; % Hoechst-high responders; measured here: nuclear condensation Hoechst responders;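 share of cells brighter than vehicle mean plus two SD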
# MT stabilize HCS cytotoxicity %: recorded beside MT stabilize HCS, whose call it bears; toxicity, %; measured here: cytotoxicity by cell density;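 0% = mean cell density of plate MIN control wells and 100% = no cells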
# Autophagy mod cell loss 18 h: further read-out of Autophagy mod, marked with its call; toxicity, %; measured here: cell loss, nuclei count;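 cell loss after 18 h compound exposure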
# * = called active by the depositor; i = inactive; ? = inconclusive; . = no result given.
SMILES,bCat nuc transl,bCat nuc transl cell count 5 µM,MT stabilize HCS,MT stabilize HCS Hoechst-high %,MT stabilize HCS cytotoxicity %,Ins promoter up,Ins promoter up cell count,Yfh1-off respiration,Dynein transport,Dynein transport cytoplasmic EGFP,Dynein transport nuclear GR-EGFP,Dynein transport cell count,WT yeast gro inh,WT yeast gro inh mutant strain,AID2073,Autophagy mod,Autophagy mod cell loss 18 h,HIV peptide binding
CCC(=O)N1CCc2cc(Br)cc(S(=O)(=O)N3CCCCCC3)c21,-2.4,1279,2.6,1.7,4.5,-1.5,1048,i,0.77,0.55,0.68,-0.92,19,-8,10%,i,33,-2.5%
COc1ccc(OCCCC(=O)Nc2cccc(SC)c2)cc1,0.6,1137,2.3,1.5,9.3,0.75,1535,i,0.038,-0.25,-0.09,0.44,11,-6,-11%,i,28,-2.6%
O=C(OCCN1CCN(c2ncc(C(F)(F)F)cc2Cl)CC1)c1ccc(F)cc1,-3.4,1055,1.4,2.3,13,0.03,1836,i,-0.5,-0.21,-0.66,0.85,-12,9,-1%,i,6,-1.5%
COc1cc(N(C(=O)Cc2cccs2)C(C(=O)NC2CCCCC2)c2ccc(C)cc2)ccc1-n1cnnn1 (stereo not drawn),-1.9,1125,3.8,3.4,7.8,-0.34,1352,i,0.23,-0.15,0.26,0.59,3,10,25%,i,-2,2.2%
COc1ccccc1NC(=O)c1ccc(NC(=O)CSc2n[nH]c(N)n2)cc1,.,.,4.3,3.8,4.4,-0.15,1199,i,0.96,-0.23,0.07,-0.46,-8,-15,1%,i,13,-1.7%
Cc1ccc(/C=N/NC(=O)c2cccc([N+](=O)[O-])c2)o1,-0.8,740,3.0,0.9,1.5,0.43,1260,i,-0.45,-0.092,-0.13,-1.2,5,0,-6%,i,-6,6.2%
COC(=O)Cc1ccc2sc(-c3ccccc3)nc2c1,0.5,521,3.1,3.1,6.7,0.17,1254,i,-0.48,-0.33,-0.49,0.68,40,36,-3%,i,-3,-3.1%
O=c1cc(CO)oc(C(Nc2ccccn2)c2ccc(C(F)(F)F)cc2)c1O (stereo not drawn),1.4,1457,5.5,3.9,5.1,0.01,1605,i,-1.3,0.91,-0.25,-0.08,40,15,-5%,i,20,5.2%
CC1Cc2ccccc2N1C(=O)CSc1nc(N)cc(=O)[nH]1 (stereo not drawn),.,.,3.2,1.4,2.9,.,.,i,0.15,-0.23,0.74,0.65,-2,-4,-4%,i,-11,1.2%
CS(=O)(=O)N(CC(=O)N1CCCC1)c1ccc(Cl)c(Cl)c1,-3.4,1209,1.1,1.0,5.8,-0.09,948,i,1.6,0.14,1.3,-1.1,8,3,-7%,i,-9,1.4%
O=C(O)c1cccc(CN2C(=O)SC(Nc3cccc4ccccc34)C2=O)c1 (stereo not drawn),1.6,960,2.4,1.9,0.7,.,.,i,2.8,-0.13,1.3,-1.4,15,-3,26%,i,1,12%
CC(=O)N1CCN(CC(=O)Nc2ccc3c(c2)CCC3)CC1,-1.8,528,0.7,2.2,6.6,-0.1,1423,i,0.63,-0.25,0.24,-0.44,3,-17,1%,i,8,-1.7%
C/C(=N\O)c1ccc2c(c1)OCCO2,-3.6,1095,2.0,2.3,6.4,0.22,1322,i,-0.32,-0.28,-0.2,0.45,-2,15,4%,i,-38,-2.3%
COc1ccc(C2=NN(C(=O)CSc3ncccn3)C(c3ccc(C)cc3)C2)cc1 (stereo not drawn),-3.2,1061,5.0,1.7,14,1,1415,i,-0.37,0.25,-0.14,-0.06,42,3,-5%,i,-2,-2.8%
O=c1[nH]c2ccccc2c2ccccc12,0.2,1097,2.6,0.5,2.6,-0.43,1232,i,-0.16,0.53,-0.28,0.31,-4,13,10%,i,13,1.2%
Cc1ccc(CSc2nnc(CC(=O)Nc3ccc(C)cc3)n2C)cc1,0.1,1351,1.9,1.1,4.9,0.39,1618,i,0.61,-0.21,0.0061,0.27,-8,-12,6%,i,30,-2.5%
O=c1c2ccccc2nc(SCc2ccc(F)cc2Cl)n1CCCN1CCOCC1,1.0,1327,.,.,.,-0.45,894,i,-0.0097,-0.17,0.91,-1.3,.,.,10%,.,.,-0.9%
Cc1cc(C)c2c(CN3CCN(Cc4ccc5c(c4)OCO5)CC3)cc(=O)oc2c1C,-1.5,963,4.1,3.6,3.8,-2.1,1092,i,-0.16,-0.3,-0.3,0.77,8,3,?,i,2,3.9%
CC(NC(=O)c1ccc(Cl)cc1)C(=O)N1CCCCC1 (stereo not drawn),0.4,1200,6.8,1.9,5.6,0.25,924,.,-0.81,-0.23,-0.48,0.056,13,10,3%,i,16,1.6%
COc1ccc(-c2noc(CCC(=O)Nc3ccc(C)c(C)c3)n2)cc1,-0.7,1119,4.0,2.3,4.4,1.2,1898,i,-0.17,-0.24,0.091,0.94,-6,-13,26%,i,0,1.6%
Cc1cc([N+](=O)[O-])nn1CCCC(=O)Nc1cc(Oc2ccc(F)cc2)cc([N+](=O)[O-])c1,2.4,1170,2.5,3.1,6.8,-0.58,1314,i,-0.43,-0.24,0.63,0.16,27,2,9%,i,-15,-2.0%
Cc1noc(NS(=O)(=O)c2ccc(N/C=C\C(=O)c3ccncc3)cc2)c1C,.,.,1.7,1.4,9.5,-0.36,1034,i,-0.29,-0.4,-0.13,-0.0076,13,16,-7%,i,4,-3.4%
CCN(C(=O)c1cc2cc3ccc(C)cc3nc2o1)c1ccc(OC)cc1,-0.5,1091,2.0,2.3,15,0.16,1676,i,6.7,0.084,3.5,-1.6,8,23,3%,i,-8,-1.8%
COCCN1Cc2cccc(C(=O)Nc3c(C)cccc3C)c2C1=O,.,.,3.1,1.8,11,-0.02,749,i,-0.37,-0.18,0.056,0.47,1,13,-5%,i,6,0.2%
CC1(C)Cc2c(c(N3CCOCC3)nc3snc(Br)c23)CO1,0.7,1169,5.9,0.9,10,-0.24,1016,i,-0.95,2,-0.15,0.92,13,15,0%,i,12,0.9%

# (more compounds)
SMILES,bCat nuc transl,bCat nuc transl cell count 5 µM,MT stabilize HCS,MT stabilize HCS Hoechst-high %,MT stabilize HCS cytotoxicity %,Ins promoter up,Ins promoter up cell count,Yfh1-off respiration,Dynein transport,Dynein transport cytoplasmic EGFP,Dynein transport nuclear GR-EGFP,Dynein transport cell count,WT yeast gro inh,WT yeast gro inh mutant strain,AID2073,Autophagy mod,Autophagy mod cell loss 18 h,HIV peptide binding
CCc1ccc(OCC(=O)NC(C)C)cc1,3.1,918,3.7,1.6,4.4,0.92,1490,i,-0.32,-0.3,-0.09,0.92,2,1,6%,i,12,-0.4%
CCOC(=O)c1cn(CC(=O)Nc2ccc3c(c2)OCCO3)nn1,-1.0,1039,1.0,1.5,6.5,-0.61,1882,i,-1,-0.24,-0.34,0.23,-13,-9,-5%,i,8,0.8%
CC1(C)Cc2noc(N)c2C(C)(C)N1OC(=O)c1scc2c1OCCO2,-1.5,856,4.1,1.4,3.1,0.76,1534,i,-0.32,-0.37,0.15,0.3,-19,2,-1%,i,1,0.1%
Cc1cc(C)c(C)c(S(=O)(=O)NCc2ccc(C(=O)N3CCCC3)cc2)c1C,3.0,931,2.8,2.9,4.3,0.2,1451,i,0.24,-0.29,0.43,-0.51,15,10,14%,i,-17,0.0%
O=C1CC(N2CCN(c3nc4ccccc4s3)CC2)C(=O)N1c1ccc(F)cc1 (stereo not drawn),-3.8,1202,2.9,2.9,14,0.97,1260,i,-0.87,0.34,-0.33,0.64,4,0,6%,i,3,1.1%
Cc1cccc(CC(=O)N2CCC(N3CCC(C(=O)N4CCOCC4)CC3)CC2)c1,0.5,1032,2.9,2.2,6.2,0.97,1513,i,2.4,-0.19,1.7,-1.5,9,10,6%,i,17,0.6%
CCCc1nnc(NC(=O)CCC(=O)N2CCCCCC2)s1,-1.6,778,6.8,3.1,6.4,1.2,1268,i,-0.043,-0.27,-0.65,-0.71,-15,-12,-2%,i,-1,-1.1%
COc1ccc(C)cc1NC(=O)CN1C(=O)c2cccc3cccc1c23,-3.6,1123,2.3,2.5,8.6,-0.56,698,i,0.27,0.58,0.4,-0.28,14,-5,5%,i,-4,-0.9%
Cn1c(NC(=O)c2cccnc2)nc2ccccc21,2.1,1059,5.4,2.0,0.8,0.6,1759,i,-0.83,-0.083,-0.23,0.8,24,-16,6%,i,35,0.4%
COc1ccc(N2C(=O)CC(Sc3nnc(-c4ccccc4)o3)C2=O)cc1 (stereo not drawn),-7.2,1066,3.9,2.4,9.2,.,.,i,-4.1*,2.8*,-2*,-0.8*,55,52,22%,i,-1,1.0%
CCC(=O)Nc1ccc(C(=O)N2CCN(C(=O)c3ccco3)CC2)cc1,0.5,1475,2.1,1.9,12,0.11,1469,i,1.5,-0.14,0.58,-0.19,5,14,2%,i,1,-1.0%
O=C(c1cc([N+](=O)[O-])cc([N+](=O)[O-])c1)N1CCOCC1,0.8,1079,2.8,1.3,4.3,-0.1,1448,i,-0.72,-0.18,-0.38,0.017,-6,-9,-5%,i,-5,-2.4%
